High-throughput results from PubChem BioAssay.
Tb PFK block: qHTS Assay to Find Inhibitors of T. brucei phosphofructokinase | ATP-dependent 6-phosphofructokinase (Trypanosoma brucei brucei), O15648 | T. brucei PFK, ADP-Glo luminescence | Potency, µM (doses to about 57.5 µM), inactives show at the highest dose activity, negative = inhibition, usual class: inhibitors | 330,000 tested, 0.17% active | AID 485367, 2010;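 further: potency means the concentration at half of the fitted maximal effect; 0% = uninhibited 1x PFK enzyme wells and -100% = no-enzyme wells; nearly all actives have a fitted effect of over 60% in size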
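Compounds were pin-transferred as a titration series up to 57 uM into substrate buffer (0.5 mM F6P, 0.1 mM ATP, pH 8.0), then 1.25 nM PFK was added and reactions ran 45 min before ADP-Glo detection.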
uPA surface inh: qHTS for Inhibitors of Cell Surface uPA Generation; cell surface uPA generation assay, qHTS; Potency, µM (doses to about 38.3 µM), for the others: top-dose activity change, negative = inhibition, usual class: inhibitors; 330,000 tested, 0.31% active; AID 540303, 2011; active means well fitted inhibition curve with a large enough effect; inconclusive means small, poorly fitted or top-dose-only effect; inactive means no such curve, though single readings can be large or run the other way; tested in mouse RAW 264.7 cells; further: potency means the concentration at half of the fitted maximal effect; on the % scale 0 is the no-effect control and ±100 the full control effect; nearly all actives have a fitted effect of over 55% in size
RORg inh: qHTS for inhibitors of ROR gamma transcriptional activity. Nuclear receptor ROR-gamma (Mus musculus), P51450. Drosophila S2 Gal4-RORgamma UAS-luciferase reporter, 20 h. Potency, µM (titrated, usually from 53.6 µM), for inactives: top-dose activity change, negative = inhibition, actives largely listed as inhibitors. 310,000 tested, 5.4% active. AID 2551, 2010; further: potency means the concentration at half of the fitted maximal effect; on the % scale 0 is the no-effect control and ±100 the full control effect; nearly all actives have a fitted effect of over 60% in size
Target sequence (P51450 whole entry, looked up, the tested form may be a part): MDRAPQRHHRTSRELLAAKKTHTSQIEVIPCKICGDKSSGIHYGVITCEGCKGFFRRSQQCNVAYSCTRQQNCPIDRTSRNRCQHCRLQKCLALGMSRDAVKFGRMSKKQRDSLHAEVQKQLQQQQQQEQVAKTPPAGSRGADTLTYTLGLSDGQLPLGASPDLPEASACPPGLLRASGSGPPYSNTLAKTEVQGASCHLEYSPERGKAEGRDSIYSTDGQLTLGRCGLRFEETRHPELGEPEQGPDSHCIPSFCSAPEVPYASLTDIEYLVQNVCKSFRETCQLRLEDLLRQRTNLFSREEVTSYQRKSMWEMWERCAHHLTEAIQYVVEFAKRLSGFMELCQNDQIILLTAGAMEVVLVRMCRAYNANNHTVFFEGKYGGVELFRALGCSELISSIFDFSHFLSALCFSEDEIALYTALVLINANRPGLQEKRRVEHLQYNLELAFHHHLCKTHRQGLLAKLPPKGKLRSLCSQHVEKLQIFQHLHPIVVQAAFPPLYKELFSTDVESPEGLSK
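Using a luciferase readout, inhibitors were identified by reduced reporter activity in Drosophila cells coexpressing a copper-inducible Gal4–ROR gamma fusion and UAS-driven Photinus luciferase, incubated 20 hr after 700 uM copper sulfate.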
KCNH2 3.1 block: qHTS for Inhibitors of KCHN2 3.1: Mutant qHTS; activity change, % (tested at about 1.8 µM); 340,000 tested, 0.95% active; U2OS KCNH2 3.1, thallium flux FluxOr; active compounds read low; AID 720553, 2013;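 active means maximum activity change below -70%; inconclusive means maximum activity change from -70% to -50%; inactive means maximum activity change above -50%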;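 further: thallium influx rate constant from kinetic fluorescence after stimulation buffer; on the % scale 0 is the no-effect control and ±100 the full control effect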
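Kinetic fluorescence (2 min after stimulation buffer) measures Tl+ influx through KCNH2 3.1 expressed by viral transduction in U2OS cells; the rate constant is normalized against DMSO controls serving as positive and negative references.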
VP16 counter: VP16 counterscreen qHTS for inhibitors of ROR gamma transcriptional activity | Drosophila S2 Gal4-VP16 UAS-luciferase, luminescence, 20 h | Potency, µM (doses to about 53.6 µM), for inactives: at the top dose activity, negative = inhibition, usual class: inhibitors | 310,000 tested, 3.5% active;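 further: Gal4-VP16 expression switched on by copper sulfate through the metallothionein promoter; potency means the concentration at half of the fitted maximal effect; on the % scale 0 is the no-effect control and ±100 the full control effect; nearly all actives have a fitted effect of over 50% in size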
NPC1 promoter act: qHTS Assay for NPC1 Promoter Activators. Huh7 NPC1 promoter luciferase reporter, 24 h. Potency, µM (highest dose often 9.22 µM), for the others: top-dose activation, usual class: activators. 320,000 tested, 2.4% active;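 further: potency means the concentration at half of the fitted maximal effect; % of control where 0% means no effect; nearly all actives have a fitted effect of over 60% in size; reporter is driven by a mutant NPC1 promoter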
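Luciferase expression driven by the NPC1 promoter was measured in stably transfected Huh7 cells after a 24 h compound incubation, using a luciferase reagent and a luminescence read.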
Coupling enz: qHTS Assay for Inhibitors of Fructose-1,6-bisphosphate Aldolase from Giardia Lamblia: Coupling assay counterscreen | coupling enzyme system counterscreen, AmpLite Red fluorescence | activity change, negative = inhibition, % at 58.2 µM, hits read low | 290,000 tested, 0.67% active | AID 2472, 2010; in the data active means activity change below about -30%; further: on the % scale 0 is the no-effect control and ±100 the full control effect
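Counterscreen of the coupled detection system alone, without aldolase: glyceraldehyde-3-phosphate coupling enzymes plus AmpLite Red readout. Compounds at 57.5 uM final, 10 min RT preincubation, 20 min RT reaction, fluorescence 525/598 nm.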
Giardia kill: Small Molecules that selectively kill Giardia lamblia: qHTS | Giardia lamblia trophozoite viability | activity change, % at 7.66 µM, hits read low | 340,000 tested, 0.15% active; in the data active means activity change below about -80%; inconclusive means between about -30% and that limit;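 further: parasites exposed to compound for two days anaerobically before the ATP read; on the % scale 0 is the no-effect control and ±100 the full control effect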
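Anaerobic 48 hrs incubation at 37 deg C of 100 trophozoites/well with test compounds; ATPLite 1-Step luminescence, 15-30 min RT, reports cellular ATP as viability.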
Rab9 promoter act: qHTS Assay for Rab9 Promoter Activators. Huh7 Rab9 promoter-luciferase reporter, luminescence, 24 h. Potency, µM (top dose mostly 9.22 µM), for the others: top-dose activation, negative = inhibition, hits mostly activators. 320,000 tested, 2.8% active; further: potency means the concentration at half of the fitted maximal effect; % of control where 0% means no effect; nearly all actives have a fitted effect of over 60% in size
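Huh7 cells stably carrying Rab9 promoter–luciferase reporter, plated 1500 cells/well, compound added after 2 h and incubated 24 h at 37 °C; luciferase luminescence then read after 10 min with detection reagent.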
FLuc counter: qHTS profiling assay for firefly luciferase inhibitor/activator using purifed enzyme and Km concentrations of substrates (counterscreen for miR-21 project) | Luciferin 4-monooxygenase (Photinus pyralis), P08659 | purified FLuc, Km substrates, luminescence inhibition | Potency, µM (top dose mostly 57.5 µM), for the others: at the top dose activity change, negative = inhibition, most hits filed as inhibitors | 360,000 tested, 6.9% active;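 further: potency means the concentration at half of the fitted maximal effect; plate controls were vehicle for no effect and reference inhibitor for full effect; nearly all actives have a fitted effect of over 55% in size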
Target sequence (P08659 whole entry, looked up): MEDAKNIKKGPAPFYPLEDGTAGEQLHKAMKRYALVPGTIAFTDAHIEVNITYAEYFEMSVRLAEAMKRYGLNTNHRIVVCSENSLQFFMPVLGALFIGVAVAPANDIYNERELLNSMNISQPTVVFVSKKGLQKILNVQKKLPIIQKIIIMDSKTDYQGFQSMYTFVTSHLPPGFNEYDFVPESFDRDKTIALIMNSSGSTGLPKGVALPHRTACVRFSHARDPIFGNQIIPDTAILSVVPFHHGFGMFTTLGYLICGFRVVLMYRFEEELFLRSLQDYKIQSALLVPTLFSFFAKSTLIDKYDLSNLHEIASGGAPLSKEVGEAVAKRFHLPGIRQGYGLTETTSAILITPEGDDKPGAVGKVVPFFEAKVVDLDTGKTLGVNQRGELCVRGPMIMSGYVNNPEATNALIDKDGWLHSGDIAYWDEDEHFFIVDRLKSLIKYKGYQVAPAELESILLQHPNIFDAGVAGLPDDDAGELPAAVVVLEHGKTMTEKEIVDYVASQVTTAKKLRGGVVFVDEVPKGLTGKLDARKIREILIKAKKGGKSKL
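Biochemical qHTS of compounds, final roughly 60 µM downward over six points, against 10 nM purified firefly luciferase using Km concentrations of substrates (10 uM D-luciferin, 10 uM ATP) in Tris acetate pH 7.5 buffer; luminescence output.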
ELG1 genotox: qHTS screen for small molecules that induce genotoxicity in human embryonic kidney (HEK293T) cells expressing luciferase-tagged ELG1; HEK293T ELG1-luciferase reporter, luminescence, 16 h; Potency, µM (titrated, usually from 46 µM), inactives show top-dose activity change, positive = activation, usual class: activators; AID 504466, 2011; 330,000 tested, 1.3% active; further: potency means the concentration at half of the fitted maximal effect; % of control where 0% means no effect; nearly all actives have a fitted effect of over 60% in size
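ELG1-luciferase HEK293T cells, 2,000/well; compound pinned in; 16 hr, 37 °C, 5% CO2; ONE-Glo, 30 min RT; luminescence on CCD imager.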
Active calls of the source: *; ? = inconclusive; · = no result given. Unless noted, the call rests on the fitted dose curve; in most records, active means well fitted curve in the direction sought with a large enough effect; inconclusive means small, poorly fitted or top-dose-only effect, or another doubt; inactive means no such curve, though single readings can be large; an effect the other way counts as inactive or inconclusive.

SMILES | Tb PFK block | uPA surface inh | RORg inh | KCNH2 3.1 block | VP16 counter | NPC1 promoter act | Coupling enz | Giardia kill | Rab9 promoter act | FLuc counter | ELG1 genotox
O=C(C1CCC1)N1CCc2cc(S(=O)(=O)N3CCN(c4ccccn4)CC3)ccc21 | -4% | 4% | 32% | -9 | 13% | -1% | 0 | 3 | -6% | -2% | -2%
CCc1nnc(NC(=O)c2cc(-c3ccccn3)nc3ccc(Br)cc23)s1 | 8% | 1% | 20µM* | · | ? | -4% | -3 | ? | 2% | -15% | -6%
CCc1ccc(-c2cc3c(=O)n(CC(=O)NCCCN4CCC(Cc5ccccc5)CC4)nc(C)n3n2)cc1 | 0% | -17% | -4% | -91* | 4% | -2% | · | -1 | 1% | ? | 12%
Cc1c(Cl)c([N+](=O)[O-])nn1CCCC(=O)Nc1cccc(Cl)c1Cl | -15% | 1% | 1% | 3 | 3% | -1% | 2 | 9 | -2% | 1% | 0%
COC(CN(C)S(=O)(=O)c1cc2c3c(c1)CCC(=O)N3CCC2)OC | -2% | 2% | -11% | 15 | -10% | 2% | -1 | 0 | 1% | 1% | -1%
CN(Cc1nc(C(c2ccccc2)c2ccccc2)no1)CC1COCCO1 (stereo unspecified) | 0% | 0% | -1% | -3 | -1% | ? | -6 | 6 | ? | 15µM* | ?
CC(C)C(=O)NNC(=O)CSc1ncnc2c1cnn2-c1ccccc1Cl | -2% | 1% | 19% | -4 | 4% | -6% | -2 | -5 | -13% | -2% | -2%
O=Cc1ccccc1-c1cn(CN2C(=O)c3ccccc3C2=O)nn1 | 0% | 3% | 22% | 8 | -8% | -2% | -2 | 22 | -2% | 0% | 4%
O=C(c1csc2ccccc12)N1CCN(c2ccccn2)CC1 | 0% | -2% | 22% | 6 | 1% | 0% | 5 | 22 | -1% | -3% | -3%
CCOC(=O)c1cn(-c2ccc(F)c(F)c2F)c2c(F)c(F)c(F)cc2c1=O | 3% | 1% | 7% | -8 | 0% | 2% | 1 | 11 | 0% | 2% | 0%
Cc1nc(C)c(-c2csc(Nc3ccc(O)c(C(=O)O)c3)n2)s1 | 0% | 0% | ? | 2 | 1% | 8% | -12 | -15 | 23% | 9.5µM* | -4%
O=C(COC(=O)/C=C/c1ccccc1[N+](=O)[O-])Nc1ccc2[nH]c(=O)[nH]c2c1 | 2% | -2% | · | 8 | · | · | · | 11 | · | · | -3%
CCCN1C(=O)C2(C(C(=O)c3ccc(C)o3)=C(O)C(=O)N2CCCOC)c2ccccc21 (stereo unspecified) | -3% | -1% | 13% | -15 | 18% | -4% | 9 | 0 | 6% | -1% | 3%
COc1ccc(C)cc1S(=O)(=O)NC(C)C(=O)NC1CC1 (stereo unspecified) | -20% | 3% | -11% | -3 | 4% | 1% | 1 | -5 | 3% | 4% | 1%
NS(=O)(=O)c1ccc(NC(=O)Nc2cccc3ccccc23)cc1 | -10% | 21% | -2% | -15 | 0% | 0% | · | -10 | -8% | -10% | 3%
Cc1cc2ncn(/N=C/c3cc(Br)ccc3O)c2cc1C | 5% | · | -38% | · | ? | 10% | 0 | · | 2% | -2% | -2%
O=C(C1=C(O)C(=O)N(CCN2CCOCC2)C1c1cccc(O)c1)c1cc2ccccc2o1 (stereo unspecified) | -1% | 11% | · | -4 | · | -2% | 11 | -7 | 10% | 3% | -4%
Cc1cc(C)c(C(=O)N(C)CC2CCCN(CCc3ccccc3F)C2)o1 (stereo unspecified) | -4% | 6% | 2% | -4 | -5% | -6% | 4 | 6 | 1% | 0% | -12%
COC(=O)N/N=C/c1cc(N=Nc2ccccc2)ccc1O | -11% | 0% | 1.1µM* | -1 | ? | 14% | -3 | 15 | 10% | ? | 9%
Cc1ccc(F)cc1NC(=O)Cc1nn(C)c(=O)c2ccccc12 | -1% | -11% | 10% | -24 | ? | -28% | 0 | -2 | -23% | -2% | -5%
Cc1ccc(C)c(C(=O)CCC(=O)NCc2ccc(Cl)cc2)c1 | -6% | -1% | 17% | -11 | 4% | -4% | -1 | -2 | -3% | -5% | -5%
CCC(C)(C)c1ccc(Oc2ccc(NC(=O)COC(=O)C3=COCCO3)cc2)cc1 | 4% | 0% | -37% | 3 | ? | -1% | -3 | -17 | 6% | ? | 4%
CCOc1cc(/C=N/NC(=O)CSc2cccc3cccnc23)ccc1O | 1% | -12% | 2% | 11 | 6% | -2% | 2 | 3 | -4% | -12% | -6%
CNC(=O)/C(=C\c1ccc2c(c1)OCO2)NC(=O)c1ccc(Br)cc1 | -15% | 6% | 25% | -14 | -7% | -1% | 1 | -23 | -3% | 0% | 1%
O=C(/C(=N/N=C/c1ccc(O)c(O)c1)c1ccccc1)c1ccccc1 | -6% | -5% | -25% | -5 | ? | -6% | -7 | 8 | -2% | 1% | 3%
COc1ccc(C2C(C(=O)NCc3ccccn3)CCC(=O)N2c2cc(OC)c(OC)c(OC)c2)cc1 (stereo unspecified) | 0% | -7% | -18% | 8 | 8% | -11% | 2 | 1 | -3% | -1% | 3%
Cc1ccc(-n2c(C)cc(C(=O)COC(=O)C3=NNC(=O)CC3)c2C)cc1 | 3% | -4% | 18% | 15 | 4% | -2% | -7 | 6 | 1% | 17µM* | 18%
Cc1noc(C)c1COC(=O)[C@H](C)NS(=O)(=O)c1ccc(Cl)c(Cl)c1 | 3% | 0% | 33% | -3 | 6% | 0% | 3 | 8 | -3% | 2% | 6%
CCOC(=O)c1c(NC(=O)c2ccco2)n(C2CCCCC2)c2nc3ccccc3nc12 | 0% | -22% | ? | -6 | ? | -1% | -15 | 5 | 1% | 2% | -2%
COc1cc(NC(=O)c2ccccc2Cl)ccc1NC(=O)c1cccs1 | -2% | 13% | 15% | -1 | -7% | ? | -1 | -5 | 2.8µM* | 13µM* | ?
Cc1ccc(C(=O)CNc2cc(C)ccc2C)cc1 | -6% | -1% | 9% | 14 | -6% | 3% | 0 | -21 | -1% | -16% | -8%
O=C(Nc1ccccc1C(=O)NCCCn1ccnc1)c1ccc(Cl)cc1Cl | 1% | 8% | ? | -25 | -9% | -6% | 0 | 4 | 1% | ? | -2%
Cc1ccc(C(=O)Nc2nccs2)cc1S(=O)(=O)N1CCCCC1 | -1% | 0% | 14µM* | -11 | ? | 0% | 0 | -7 | 3% | 17µM* | -2%
COc1ccc(C(C)C)cc1S(=O)(=O)Nc1ccncc1 | 0% | 2% | 2% | 7 | -2% | -4% | 2 | 6 | 0% | -5% | -25%
CC(C)CC(=O)Nc1cccc(-c2nc3ccccc3[nH]2)c1 | -4% | -7% | -1% | 3 | -13% | 2% | -2 | 21 | -6% | 17µM* | -2%
O=C(CCCc1ccccc1)NCCCc1ccccc1 | 2% | -6% | -33% | -8 | 4% | 1% | 2 | 3 | 5% | -14% | -9%
CCOc1cc(S(=O)(=O)N2CCN(c3ccc(F)cc3)CC2)c(OCC)cc1-n1cnnn1 | 1% | -6% | 3% | -79* | -3% | -2% | 0 | 11 | 6% | 1% | -2%
COc1ccc(OC)c(-c2csc(-c3cccs3)n2)c1 | -9% | 1% | 2% | -15 | 3% | 9% | -2 | -1 | 5% | ? | 3%
O=C(O)c1n[nH]nc1-c1ccccc1 | 1% | 4% | -5% | -2 | 5% | 2% | -3 | 2 | -2% | -3% | -1%
Clc1ccc(CNc2ncccn2)cc1 | -8% | 7% | 3% | -7 | -13% | 1% | 2 | 14 | -3% | -5% | 5%
NS(=O)(=O)c1ccc(NC(=O)CSc2nc(Nc3ccccc3)nc(N3CCOCC3)n2)cc1 | 0% | -11% | -2% | -3 | -1% | -1% | · | -15 | -2% | -3% | -1%
Cc1ccc(Nc2nc(C)c3c(n2)CC(C)CC3=O)c(C)c1 (stereo unspecified) | -1% | 4% | -1% | 12 | 1% | -1% | 0 | 0 | -3% | -8% | 0%
O=C(O)c1ccc(CSc2nnnn2C2CCCCC2)cc1 | 9% | 1% | ? | -11 | -21% | 6% | 0 | -8 | 1% | 1% | -2%
COCc1nnc(NC(=O)c2cc(C(=O)OC)cc([N+](=O)[O-])c2)s1 | 3% | 3% | -31% | 6 | 4% | -1% | 6 | -5 | 1% | -1% | 1%

Random draw from the library; overall some 14% were active at least once.
